Compound activity from PubChem BioAssay.
TMEM16A act: TMEM16A chloride channel activators or potentiators, primary screen, cell-based, HTS; Anoctamin-1 (Mus musculus), Q8BHY3; HEK293 TMEM16A/YFP-H148Q/I152L, iodide quench fluorescence; stronger effect = lower value; B-score at 10 µM; hit rate 0.3% among 340,000; AID 623877, 2012;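 active = fluorescence-ratio B-score plate-corrected deviation score at least 3 library SD below zero, with starting fluorescence score within 5 deviations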;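 also: channel opened by trigger with iodide after compound preincubation; score built on the fluorescence ratio of max minus min over baseline; more negative score means more quench and so TMEM16A activation or potentiation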
TRPC4 PAM: positive allosteric modulators of TRPC4, primary screen, cell-based, mouse TRPC4beta, HEK293 mu-opioid, Fluo-4 calcium. Short transient receptor potential channel 4 (Mus musculus), Q9QUQ5. hit rate 0.42% among 310,000. DAMGO EC20, Fluo-4 Ca2+ flux; stronger effect = higher value. B-score at 10 µM;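 active = B-score of calcium response area above 5 SD of library B-scores, with initial fluorescence ratio within 5 SD of library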;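 also: B-score of integrated fluorescence ratio over time as area under calcium response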
KCNK9 block: KCNK9 potassium channel inhibitors, primary screen, HEK293 cells, thallium flux | FluxOR thallium flux fluorescence; stronger effect = lower value | B-score at 10 µM | AID 488922, 2010 | hit rate 1.2% among 310,000;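 active = ratio B-score over 3 SD below the library mean, with starting fluorescence within 5 SD of its mean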;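 also: negative B-score means less thallium flux so channel inhibition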
Target sequence (Q9NPC2 whole entry, looked up): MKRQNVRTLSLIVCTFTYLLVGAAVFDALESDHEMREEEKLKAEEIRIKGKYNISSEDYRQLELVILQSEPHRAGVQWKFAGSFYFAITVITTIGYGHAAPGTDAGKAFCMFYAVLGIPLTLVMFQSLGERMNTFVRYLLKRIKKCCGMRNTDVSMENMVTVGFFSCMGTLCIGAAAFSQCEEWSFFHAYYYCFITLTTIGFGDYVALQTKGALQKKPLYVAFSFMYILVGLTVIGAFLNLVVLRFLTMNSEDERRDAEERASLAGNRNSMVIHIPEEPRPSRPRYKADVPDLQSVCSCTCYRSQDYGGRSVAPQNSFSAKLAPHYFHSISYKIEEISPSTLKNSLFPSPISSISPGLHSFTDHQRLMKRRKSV
KCNQ1 pot: potentiators or activators of KCNQ1 channel, primary screen, cell-based, thallium flux, high-throughput | Potassium voltage-gated channel subfamily KQT member 1 (Homo sapiens), P51787 | CHO-K1 KCNQ1, thallium flux FluxOR fluorescence; stronger effect = higher value | B-score at 10 µM | hit rate 0.35% among 310,000 | AID 2648, 2010;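 active = fluorescence ratio B-score, a plate-corrected score, at least three library SD, with initial intensity B-score within 5 SD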
Target sequence (P51787 whole entry, looked up): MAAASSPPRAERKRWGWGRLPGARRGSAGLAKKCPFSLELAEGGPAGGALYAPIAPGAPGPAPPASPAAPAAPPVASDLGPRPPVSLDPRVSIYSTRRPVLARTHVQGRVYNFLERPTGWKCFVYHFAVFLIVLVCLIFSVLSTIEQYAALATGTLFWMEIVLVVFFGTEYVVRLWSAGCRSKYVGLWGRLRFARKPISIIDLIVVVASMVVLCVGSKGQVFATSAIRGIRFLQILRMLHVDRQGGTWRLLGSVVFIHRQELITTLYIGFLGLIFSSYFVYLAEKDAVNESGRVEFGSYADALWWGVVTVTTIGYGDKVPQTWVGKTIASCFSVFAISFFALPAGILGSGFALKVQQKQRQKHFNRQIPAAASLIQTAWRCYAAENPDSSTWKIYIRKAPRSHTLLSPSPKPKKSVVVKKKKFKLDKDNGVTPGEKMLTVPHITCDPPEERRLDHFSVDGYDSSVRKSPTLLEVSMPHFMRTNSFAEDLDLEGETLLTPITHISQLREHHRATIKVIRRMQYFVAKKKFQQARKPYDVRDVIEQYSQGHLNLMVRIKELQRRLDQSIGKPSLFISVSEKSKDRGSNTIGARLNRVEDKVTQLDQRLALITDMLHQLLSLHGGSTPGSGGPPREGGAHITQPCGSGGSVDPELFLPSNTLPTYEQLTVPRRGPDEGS
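Assay system: CHO-K1 cells stably expressing KCNQ1; Medium: assay buffer with matched DMSO; Also added: K+/Tl+ depolarizing stimulus; Dosing: single dose; Timing: dye 90 min, compound 20 min, room temperature; Measured by: kinetic FluxOR thallium fluorescence, 10-s 1-Hz baseline, 110-s post-stimulus read; Read-out: peak-minus-minimum fluorescence over initial fluorescence, negative-control normalized, B-scored.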
Dyrk1A ADPGlo: rat Dyrk1A kinase inhibitors, primary screen, biochemical, single point, plate reader | AID 504441, 2011 | Dual specificity tyrosine-phosphorylation-regulated kinase 1A (Rattus norvegicus), Q63470 | inhibition, % at 12.5 µM | ADP-Glo luminescence, NFATc1 peptide | hit rate 0.43% among 310,000; in the data active = inhibition above about 50%;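 also: plate controls were vehicle with enzyme for no effect and no enzyme for full effect; many of its hits are not listed in these tables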
TMEM16A inh: TMEM16A chloride channel inhibitors, primary screen, cell-based, HTS; HEK293 TMEM16A/YFP iodide influx fluorescence, ionomycin; hit rate 1.2% among 310,000; normalized B-score (activity score, 25-100; higher = stronger inhibition) at 10 µM; Anoctamin-1 (Mus musculus), Q8BHY3;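 active = ratio plate-corrected score three or more library SD toward inhibition, starting fluorescence score within five deviations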;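 also: score derived from kinetic fluorescence span divided by baseline fluorescence per well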
hERG rescue: hERG rescue from dofetilide block, primary screen, cell-based, CHO-hERG, FluxOR thallium flux, dofetilide IC70; Voltage-gated inwardly rectifying potassium channel KCNH2 (Homo sapiens), Q12809; dofetilide IC70 present; activation (rescue from dofetilide block), less the hit threshold, % at 10 µM; hit rate 0.51% among 310,000; AID 1511, 2009;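 active = activation above the mean of controls blocked by dofetilide plus 5 SD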;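 also: thallium influx through hERG after potassium depolarization seen as dye fluorescence rise; in these data hits start at about 4.7%; inactives centre near -7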
TRPC4 act: activators of mouse TRPC4 channel, primary screen, Fluo4 calcium, HEK293 TRPC4beta/mu-opioid cells; Short transient receptor potential channel 4 (Mus musculus), Q9QUQ5; Fluo4 calcium fluorescence; stronger effect = higher value; B-score at 10 µM; hit rate 0.49% among 310,000;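 active = B-score above 5 SD of library B-scores, and initial fluorescence ratio not above library mean plus 5 SD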;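 also: positive B-score marks a calcium rise read as TRPC4 activation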
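Assay system: HEK293 stable line with TRPC4beta plus mu-opioid receptor; schedule: 45 min room-temperature Fluo4 loading, 110 s read; technique: kinetic Fluo4 calcium fluorescence; evaluation: integrated baseline-normalised fluorescence ratio, converted to per-well B score; controls: buffer (low) and maximal DAMGO (high)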
KCNK3 inh: human KCNK3 channel inhibitors, primary screen, CHO cells, FluxOR thallium flux, B-score. Potassium channel subfamily K member 3 (Homo sapiens), O14649. FluxOR fluorescence; stronger effect = lower value. B-score at 10 µM. hit rate 0.84% among 340,000;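 active = B-score under library mean minus 4 SD, starting fluorescence ratio at most library mean plus 5 SD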;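 also: more negative B-score means stronger inhibition of thallium flux through KCNK3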
HDAC3 inhib: HDAC3 deacetylase inhibitors, primary screen, biochemical, fluorescence, cell-free homogeneous; Histone deacetylase 3 (Homo sapiens), O15379; recombinant HDAC3, fluorogenic peptide/trypsin coupled; inhibition, % at 8.3 µM; hit rate 0.15% among 320,000; in the data active = inhibition above about 26%, passing the limit was not always enough
KCNQ1 block: inhibitors of human KCNQ1 channel, primary screen, cell-based, thallium flux, high-throughput | CHO-K1 KCNQ1, FluxOR thallium flux fluorescence; stronger effect = higher value | B-score at 10 µM | hit rate 1.3% among 310,000 | AID 2642, 2010;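 active = compounds whose thallium flux B-score, printed positive for inhibition, exceeds three library SD while starting fluorescence stays within three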;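 also: channel opened by potassium depolarization with thallium stimulus after 20 min compound exposure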
* = called active by the depositor; i = inactive; / = no result given.

cpd	smiles	TMEM16A act	TRPC4 PAM	KCNK9 block	KCNQ1 pot	Dyrk1A ADPGlo	TMEM16A inh	hERG rescue	TRPC4 act	KCNK3 inh	HDAC3 inhib	KCNQ1 block
1	Cc1cc(C)c2[nH]c(=O)c(C(c3nnnn3C(C)(C)C)N(Cc3ccco3)CC3CCCO3)cc2c1 (stereo not given)	i	i	i	i	-11	i	-7	i	i	-2	i
2	O=C(CSc1nnc2scc(-c3ccc(Cl)cc3)n12)NCc1ccc2c(c1)OCO2	i	i	i	i	-4	i	-14	i	i	4	i
3	CCCc1cc(=O)[nH]c(SCC(=O)Nc2ccc(Br)cc2)n1	i	i	i	i	-10	i	-9	i	i	0	i
4	COc1ccc(CNc2nc3nc(C)c(Cl)c(=O)n3[nH]2)cc1	i	i	i	i	-4	i	-6	i	i	-2	i
5	CCn1nc(C)cc1C(=O)N1CCCC(Nc2ccc(C(C)C)cc2)C1 (stereo not given)	i	i	i	i	0	/	-6	i	i	/	i
6	O=c1[nH]ncc(N/N=C\c2ccncc2)c1Cl	i	i	i	i	21	i	-7	i	i	-7	i
7	O=C(NCc1ccccc1Cl)C1CC(=O)N(Cc2ccccc2)C1 (stereo not given)	i	i	i	i	/	i	-7	i	i	-6	i
8	COC(=O)c1ccc(Oc2nc(NC(C)C)nc(SC)n2)cc1	i	i	i	i	-1	i	-4	i	i	7	i
9	CC1(C)Cc2c(cnn2-c2ccc(F)cc2)C(NC(=O)C2=NNC(=O)CC2)C1 (stereo not given)	i	i	i	i	/	i	-4	i	i	-13	i
10	c1ccc(CCC2CCCCN2Cc2cn[nH]c2-c2cc3ccccc3o2)nc1 (stereo not given)	i	i	i	i	-1	i	-14	i	i	-2	i
11	COc1ccc(C(=O)N2CCCC(CNC(=O)c3ccc(F)cc3)C2)cc1OC (stereo not given)	i	i	i	i	/	i	-11	i	i	/	i
12	C/C(=N\S(=O)(=O)c1ccc(C)cc1)N1CCN(S(=O)(=O)c2ccccc2)C1	i	i	i	i	-3	i	-13	i	i	10	i
13	C[n+]1cccc2c(Br)ccc([O-])c21	i	i	i	i	10	i	-3	i	i	17	i
14	O=C(OCC(=O)N1CCCC1=O)c1cc(S(=O)(=O)N2CCOCC2)ccc1F	i	i	i	i	-6	i	-5	i	i	0	i
15	N#CCSc1nnc(COc2ccc3ccccc3c2)o1	i	i	i	i	4	i	-11	i	i	4	i
16	O=C(COC(=O)C1CCC1)Nc1cc(S(=O)(=O)N2CCCCC2)ccc1Cl	i	i	i	i	10	i	-10	i	i	1	i
17	COc1cccc(-c2nc(CS(=O)(=O)CC(=O)NC3CCCCC3C)c(C)o2)c1 (stereo not given)	i	i	i	i	-3	i	-6	i	i	8	i
18	CCc1ccc(-n2c(SCc3c(C)noc3C)nnc2-c2ccncc2)cc1	i	i	i	i	-12	i	-4	i	i	9	i
19	NNC(=O)c1csc(-c2ccc(C(F)(F)F)cc2Cl)n1	i	i	i	i	/	i	-6	i	i	-5	i
20	CSc1nc(-c2ccc(C)cc2)nc(N)c1C#N	i	i	i	i	1	i	-4	i	i	-3	i
21	CNC(=O)CN1C(=O)CSc2nc(C)cc(C)c21	i	i	i	i	9	i	-2	i	i	1	i
22	CC(C)C(=O)Nc1nc2ccc(S(C)(=O)=O)cc2s1	i	i	i	i	43	i	-11	i	i	-2	i
23	CCc1cccc(OCCCCNCCO)c1	i	i	i	i	8	i	0	i	i	5	i
24	CC(=O)Nc1cccc(OCC(=O)NS(=O)(=O)c2ccc(Cl)cc2)c1	i	i	i	i	-12	i	-2	i	i	-3	i
25	Cc1ccc(S(=O)(=O)NCC2CCCO2)cc1 (stereo not given)	i	i	i	i	8	i	-3	i	i	-4	i
26	O=C(Cn1c(/C=C/c2ccccc2)nc2ccccc21)Nc1ccc(F)cc1	i	i	i	i	3	i	-4	i	i	-5	i
27	Cc1ccc(NC2(C#N)C(=O)Nc3ccccc32)cc1 (stereo not given)	i	i	i	i	4	i	-8	i	i	-2	i
28	Cc1ccc(S(=O)(=O)NCc2ccco2)cc1C(N)=O	i	i	i	i	-4	i	0	i	i	-3	i
29	COc1ccc(C(=O)CN2CCN(c3ccc(Cl)cc3)CC2)cc1OC	i	i	i	i	0	i	-3	i	i	4	i
30	CS(=O)(=O)Nc1ccc(C(=O)Nc2cccc([N+](=O)[O-])c2)cc1	i	i	i	i	-1	i	-4	i	i	0	i
31	COc1ccc(-c2cc(C(F)(F)F)n3ncc(C(=O)N4CCCCC4c4cccnc4)c3n2)cc1 (stereo not given)	i	i	i	i	2	i	1	i	i	-3	i
32	OCC1(Cc2cccc(Cl)c2)CCCN(Cc2sc(N3CCCC3)nc2Cl)C1 (stereo not given)	i	i	i	i	7	i	-12	i	i	-1	i
33	Cc1[nH]c2ccc(C(=O)N3CCN(C)CC3)cc2c1C	i	i	i	i	1	i	-9	i	i	-6	i
34	NC(=O)[C@H]1CC2(CC(c3cccc(NC(=O)CC(c4ccccc4)c4ccccc4)c3)=NO2)CN1C(=O)c1ccccc1C(=O)c1ccccc1 (stereo not given in full)	i	i	i	i	-3	i	-8	i	i	18	i
35	CN(CCO)c1cc(N(C)CCO)c([N+](=O)[O-])cc1[N+](=O)[O-]	i	i	i	i	6	i	-2	i	i	4	i
36	Cc1sc(NC(=O)CN(Cc2ccccc2)C(=O)C2CC2)c(C(N)=O)c1C	i	i	i	i	-2	i	-12	i	i	3	i
37	CCS(=O)(=O)N1Cc2ccccc2CC1C(=O)NCCc1ccccc1 (stereo not given)	/	i	i	i	-5	i	-4	i	i	-4	i
38	O=C(CCCn1c(=O)[nH]c2ccsc2c1=O)N1CCCCC1	i	i	i	i	1	i	-11	i	i	6	i
39	COc1cc(CNCc2cccs2)ccc1OCc1ccccc1	i	i	i	i	-6	i	-10	i	i	-4	i
40	COc1ccc(Nc2nc(CC(C)=O)ns2)cc1	-16*	i	i	i	3	i	-7	i	i	-1	i
41	CCCc1nnc(NC(=O)CCC(=O)NCCc2ccc(OC)c(OC)c2)s1	i	i	i	i	9	i	-5	i	i	1	i
42	Cc1ccc(CNC(=O)CSc2nc(N3CCCCC3)nc(N3CCCCC3)n2)cc1	i	i	i	i	-4	i	-6	i	i	4	i
43	CN(c1ccccc1)c1ncccn1	i	i	i	i	/	i	-12	i	i	0	i
44	CCOC(=O)C1(Cc2ccccc2)CCCN(Cc2ccc(OCC)c(CO)c2)C1 (stereo not given)	i	i	i	i	-3	i	-17	i	i	-1	i
45	COc1cccc(NC(=S)N(CCN(C)C)C(C)c2ccncc2)c1 (stereo not given)	i	i	i	i	-1	i	-8	i	i	2	i
46	CCOC(=O)C1CCN(C(=O)c2cccc(NC3=NC4CS(=O)(=O)CC4S3)c2)CC1 (stereo not given)	i	i	i	i	-4	i	-9	i	i	10	i
47	CC(C)(C)c1cc(NCc2ccccn2)n2ncc(-c3ccc(Cl)cc3)c2n1	i	i	i	i	-5	i	-14	i	i	-2	i
48	COc1ccc(-n2c(=O)cc(N3CCN(c4ccccc4OC)CC3)[nH]c2=O)cc1	i	/	/	/	-5	i	/	/	i	1	/
49	CC(NC(=O)NC1CCCCC1)C(c1cccs1)N1CCN(c2ccccc2)CC1 (stereo not given)	i	i	i	i	-2	i	-5	i	i	0	i
50	COc1cccc(N/C=C/c2onc(C)c2[N+](=O)[O-])c1	i	i	i	i	9	i	2	i	i	2	i
51	Cc1cc(C)n2nc(-c3cccnc3)nc2n1	i	i	i	i	-3	i	-3	i	i	-8	i
52	CCCCCCc1ccc(N2C[C@H](C)[C@@H](CC(=O)NCc3ccccc3)C2=O)cc1	i	i	i	i	7	i	-16	i	i	1	i
53	O=C(CSCc1ccccc1Cl)NN=C1CCCCCC1	i	i	i	i	-19	i	1	i	i	13	i
54	Cc1ccc(N(CC(=O)NCc2ccco2)C(=O)CCC(=O)Nc2nccs2)c(C)c1	i	i	i	i	-5	i	-9	i	i	7	i
55	CC(C)(C)Cc1nnc(NS(=O)(=O)c2ccc(F)cc2)s1	i	i	i	i	-4	i	-3	i	i	0	i
56	CCNC(=S)N1CCN(S(=O)(=O)c2cccc(C(F)(F)F)c2)CC1	i	i	i	i	-3	i	-11	i	i	5	i
57	CCCn1c(C)cc(-c2csc(NC(=O)CCc3nc4ccccc4c(=O)[nH]3)n2)c1C	i	i	i	i	6	i	-24	i	i	6	i
58	O=C(CCc1nc2sc3c(c2c(=O)[nH]1)CCCC3)NCCOc1ccccc1	i	i	i	i	-7	i	-9	i	i	2	i
59	Cn1nc(-c2ccc(C(=O)NCC3CCCO3)cc2)c2ccccc2c1=O (stereo not given)	i	i	i	i	-1	i	-4	i	i	1	i

A portion of the library. The share of hits here may be higher or lower than overall.
